GPR151 activ = activators of human GPR151. 650,000 compounds, 1% hits. Q8TDV0. AID 1508602. PathHunter beta-arrestin GPR151 cells, luminescence. activation, % at 11.2 µM; in the data active means activation above about 4.9%;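 further: 0% = median of compound wells and 100% = cells with positive control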
Target sequence (Q8TDV0 whole entry, looked up): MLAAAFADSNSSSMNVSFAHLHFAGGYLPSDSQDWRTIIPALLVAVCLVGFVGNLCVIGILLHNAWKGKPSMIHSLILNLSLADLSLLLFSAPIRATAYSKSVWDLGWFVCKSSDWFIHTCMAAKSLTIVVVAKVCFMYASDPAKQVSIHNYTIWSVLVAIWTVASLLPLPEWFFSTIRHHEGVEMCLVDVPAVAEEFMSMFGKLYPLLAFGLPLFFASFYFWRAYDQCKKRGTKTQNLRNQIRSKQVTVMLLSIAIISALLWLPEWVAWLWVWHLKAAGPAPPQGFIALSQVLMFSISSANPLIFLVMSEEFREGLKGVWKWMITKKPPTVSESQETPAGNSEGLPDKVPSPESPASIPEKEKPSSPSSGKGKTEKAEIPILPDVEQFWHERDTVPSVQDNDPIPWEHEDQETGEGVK
MITF inh = human MITF inhibition, primary screen. inhibition, % at 2.6 µM. 650,000 compounds, 0.91% hits. AID 1259374. AlphaScreen MITF homodimerization, bead proximity signal; in the data active means inhibition above about 50%;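 further: 0% = vehicle wells with protein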
Target sequence (O75030 whole entry, looked up): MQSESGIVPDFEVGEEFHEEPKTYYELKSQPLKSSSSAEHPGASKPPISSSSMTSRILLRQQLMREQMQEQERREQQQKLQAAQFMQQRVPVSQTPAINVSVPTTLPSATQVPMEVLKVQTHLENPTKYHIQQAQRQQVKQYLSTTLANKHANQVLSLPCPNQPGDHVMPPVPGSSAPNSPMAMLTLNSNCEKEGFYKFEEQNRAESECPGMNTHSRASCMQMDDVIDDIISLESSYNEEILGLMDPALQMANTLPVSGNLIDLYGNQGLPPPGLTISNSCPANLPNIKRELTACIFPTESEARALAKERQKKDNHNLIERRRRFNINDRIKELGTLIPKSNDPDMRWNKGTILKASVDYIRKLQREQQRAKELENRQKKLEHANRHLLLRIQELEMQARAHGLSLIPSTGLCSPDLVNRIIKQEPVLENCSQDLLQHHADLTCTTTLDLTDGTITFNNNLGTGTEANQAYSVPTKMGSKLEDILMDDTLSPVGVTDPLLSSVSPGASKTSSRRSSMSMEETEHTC
TEAD-YAP inh = TEAD-YAP interaction inhibition; HEK-TIYL cells, TEAD-Gal4/YAP UAS-luciferase luminescence; 640,000 compounds, 1.4% hits; inhibition, % at 9.12 µM; in the data active means inhibition above about 32%;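 further: 0% = median of test compound wells and 100% = reference inhibitor wells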
FBW7 act = human FBW7 E3 ligase activation, primary screen; normalized activity (activation), % at 26.1 µM; AlphaScreen FBW7–phospho-cyclin E peptide binding, activator screen; Q969H0; 650,000 compounds, 0.13% hits; AID 1259310; in the data active means normalized activity above about 1.9%;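 further: purified mutant Fbw7 with reduced substrate affinity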
* hit, by the source's call.

compound,GPR151 activ,MITF inh,TEAD-YAP inh,FBW7 act
CC1CCN(c2cc(N3CCN(CCO)CC3)c3noc4c3c2C(=O)c2ccccc2-4)CC1,-0.6,42.7,1.7,-1.2
CNC(=S)N1N=C(c2ccc(OC)cc2)CC1c1ccc(N(C)C)cc1 (centres undefined),1.0,26.8,-4.4,-0.5
CC1CCN(c2ccc([N+](=O)[O-])c(NCCOc3ccc(F)cc3)c2)CC1,-1.9,-15.3,-4.1,-0.3
N#C/C(=C\c1cn(CCOc2ccc(F)cc2)c2ccccc12)C(N)=O,1.4,8.2,18.7,-0.3
COc1ccccc1OCC(=O)OCn1c(SC)nnc(C)c1=O,1.2,11.0,4.5,-0.2
CCOC(=O)CSC1=C(C#N)C(c2ccccc2[N+](=O)[O-])CC(=O)N1 (centres undefined),0.0,8.4,13.7,-0.2
OCCN1CCOc2ccc(CN3CCC(OCc4ccccc4)CC3)cc2C1,0.1,-1.4,2.9,-0.1
CNC(=S)NNC(=O)COc1ccc(F)cc1Cl,-2.2,13.1,5.8,0.6
Cc1ccc2c(c1)-c1c(ssc1=Nc1cccc(Cl)c1)C(C)(C)N2C,-0.6,-16.5,-1.0,0.1
COc1ccc(OC)c([C@@H]2C[C@H]3CN(C)C(=O)[C@]34CCCN24)c1,-2.1,3.9,-9.2,-0.1
COC(=O)c1c(C)n(CCOc2cc(C)ccc2C(C)C)c2ccc(O)cc12,0.1,-2.1,-22.6,-0.1
COc1ccc(N(C2C=CS(=O)(=O)C2)S(C)(=O)=O)cc1 (centres undefined),0.9,2.3,7.9,0.0
O=C(CSc1nnnn1-c1ccccc1)Nc1ncccn1,-1.1,19.2,-2.3,-0.3
CC1CCN(S(=O)(=O)c2ccc3c(c2)c(=O)c(C(=O)NC2CCCCC2)cn3C)CC1,1.0,5.9,-10.0,0.3
CCN(CC)c1ccc(/C=N/n2c(-c3ccco3)n[nH]c2=S)c(O)c1,-0.3,18.1,10.5,0.1

An excerpt from above, showing only FBW7 act, GPR151 activ and TEAD-YAP inh.
SMILES,FBW7 act,GPR151 activ,TEAD-YAP inh
COc1ccc(N(C2C=CS(=O)(=O)C2)S(C)(=O)=O)cc1 (centres undefined),0.0,0.9,7.9
OCCN1CCOc2ccc(CN3CCC(OCc4ccccc4)CC3)cc2C1,-0.1,0.1,2.9

Next section:
compound,GPR151 activ,MITF inh,TEAD-YAP inh,FBW7 act
COc1ccc(Cl)cc1C(=O)Nc1ccccc1N1CCN(C)CC1,1.9,15.6,5.8,-0.2
CCc1ccc(-c2csc(NC(C)=O)n2)cc1,2.8,-0.2,-50.4,0.0
O=Cc1cccc(NC(=O)c2ccc(Cl)cc2Cl)c1,-7.4,-0.3,-32.6,-0.1
N#C/C(=C\c1ccc(Br)o1)c1nc(-c2cc3cc(Br)ccc3oc2=O)cs1,1.7,-10.4,7.5,0.1
COc1ccc(CNC(=O)C2CC2c2ccccc2)cc1 (centres undefined),1.2,13.4,-16.1,0.9
CCN1CCN(CCCN2C(=O)C3C(C(=O)Nc4ccc(C(C)C)cc4)C4C=CC3(O4)C2C(=O)NC2CCCCC2)CC1 (centres undefined),0.6,-8.5,-5.6,0.0
Cc1ccccc1N(C)C(=O)Cc1c(C(=O)O)[nH]c2ccccc12,5.5*,38.0,9.5,0.0
Cc1ccc(/C=C(\C#N)C(=O)Nc2ccccc2C)o1,-0.7,0.4,-82.1,-0.1
CCC(CO)Nc1ccc2ncc(-c3ccc(N(C)C)cc3)n2n1 (centres undefined),-0.4,3.9,7.6,0.8
CC1=NN2C(=N)/C(=C/c3cccc(OCCOc4ccc(Cl)c(C)c4)c3)C(=O)N=C2S1,-0.6,30.8,-78.5,0.1
COc1cc(C(N)=O)cc(Br)c1OC,3.6,-7.6,-0.1,-0.3
Cc1ccc(S(=O)(=O)NCCCNC(=O)c2ccccc2)cc1,-0.2,9.9,-2.7,1.4
CC(C)C[C@H]1C(=O)N2CCN(Cc3ccc(CN4CCCCC4)s3)C[C@@H]2C(=O)N1C,3.0,27.0,-1.2,-0.1
CCC(=O)Oc1ccc(/C=C2\N=C(c3ccccc3)OC2=O)cc1OC,-0.2,5.8,-6.5,0.0
COc1ccc(C2C(C(=O)N3CCN(C)CC3)c3ccccc3C(=O)N2Cc2ccc(F)cc2)cc1 (centres undefined),-0.1,-12.4,3.0,0.0
O=C(Nc1cccc2c1C(=O)NC2=O)c1ccc(S(=O)(=O)N2CCOCC2)cc1,-0.3,-5.9,2.5,-0.1
Cc1cc(N/N=C\c2ccc(O)cc2)nc(NS(=O)(=O)c2ccccc2)n1,1.5,43.0,-2.9,-0.3
CCC(C)c1ccc(NC(=O)C(Cc2ccc([N+](=O)[O-])cc2)N2C(=O)c3ccccc3C2=O)cc1 (centres undefined),-1.6,7.6,3.5,0.1
COc1ccc(NC(=O)CCSCCc2ccccn2)cc1OC,-0.2,9.9,3.4,-0.2
C=Cn1c2ccccc2n2cc(C(C)(C)C)nc12,-1.3,4.7,2.2,-0.4
Cc1nc(N2CCCC(NCc3ccc4c(c3)OCO4)CC2)nc2ccc(F)cc12 (centres undefined),-1.5,3.2,5.7,1.2
Cc1cc(C)cc(CN2CCc3nnc(CCNC(=O)Cc4ccc(F)cc4)n3CC2)c1,1.2,-7.4,-9.7,0.2
Cc1c(C(=O)NCCC2=CCCCC2)sc2ncn(Cc3ccccc3Cl)c(=O)c12,-1.0,3.6,-1.4,0.0
COc1ccc(CC(=O)Nc2ccccc2C(=O)O)cc1OC,-1.0,1.7,-9.0,0.0
CCOC(=O)C1CCN(C(=O)c2sc3ncnc(N4CCCCC4C)c3c2C)CC1 (centres undefined),0.2,-5.2,-12.6,0.1
COc1ccc(NC(=O)C(Cc2ccccc2)n2cccc2)cc1OC (centres undefined),0.3,-0.7,10.4,-0.4
COc1ccc(CN2CCN(CC3CCCCC3)C(CCO)C2)cc1O (centres undefined),1.2,2.4,2.7,-0.1
CCOC(=O)c1cc(CC)sc1NC(=O)CCCOc1ccc(Cl)cc1Cl,0.2,-8.0,2.5,0.0
FC(F)(F)c1cc(Cl)c2nccn2c1,-2.4,12.1,7.2,0.1
O=c1[nH]c2ccc(S(=O)(=O)Nc3cccc4ccccc34)cc2[nH]1,0.8,-5.1,-1.6,0.1
Cc1ccc(C2C(C#N)=C(N)Oc3nc(-c4ccccc4)[nH]c32)o1 (centres undefined),-1.3,5.4,0.5,-0.1
O=C(c1ccc(OC2CSC2)cc1)N1CCn2c(nnc2C2CC2)C1,0.5,-0.9,5.2,-0.1
O=C(NCC1CCCO1)C(c1cccnc1)N(C(=O)Cc1cccs1)c1ccccc1 (centres undefined),-0.8,-3.6,-16.5,0.0
CC(C)n1cnc2c(NCc3cccc(C(F)(F)F)c3)nc(Nc3ccnn3C)nc21,3.2,2.6,-0.6,-0.1
CN1C(=O)C(O)(CC(=O)c2cccc([N+](=O)[O-])c2)c2ccccc21 (centres undefined),-0.8,0.6,-4.4,0.1
CCONC(=O)c1cnc2scc(-c3ccccc3Cl)n2c1=O,1.5,7.6,-2.0,-0.1
Cc1ccc2c(c1)c(=O)c1ccccc1n2CCCC(=O)Nc1ccc(Oc2ccccc2)cc1,-0.1,-3.3,-10.7,0.1
Cc1cccc(-n2nc3c(c2NC(=O)c2cccs2)CS(=O)(=O)C3)c1C,0.7,17.3,-4.0,0.7
Cc1ccc(NC(=O)CN2C(=O)SC(CC(=O)c3ccccc3)C2=O)cc1 (centres undefined),0.8,3.7,4.7,0.0
CCN(CC)CCCNC(=O)Cn1ncc2c1-c1cc(C)ccc1OC2,1.7,3.8,8.0,-0.2
c1ccc(-n2nnnc2NCC2(N3CCOCC3)CCCCC2)cc1,-3.3,9.5,-1.5,0.2
O=C(O)C1C2C=CC(O2)C1C(=O)NCC1CCCO1 (centres undefined),-0.3,-0.2,5.7,-0.1
COc1ccccc1CCC(=O)Nc1cnn(CC(=O)N(C)CCC2CCCCO2)c1 (centres undefined),0.4,-1.9,1.8,-0.1
CCN1C(=O)C(O)(CC(=O)c2ccc(F)cc2)c2ccccc21 (centres undefined),0.5,8.2,7.9,0.7
COc1ccc(/C(O)=C2\C(=O)C(=O)N(c3nnc(C)s3)C2c2cccc(Oc3ccccc3)c2)cc1 (centres undefined),-1.8,1.3,0.7,0.0

Random excerpt: 5 entries already listed, in no set order.
compound,GPR151 activ,MITF inh,TEAD-YAP inh,FBW7 act
Cc1ccc(NC(=O)CN2C(=O)SC(CC(=O)c3ccccc3)C2=O)cc1 (centres undefined),0.8,3.7,4.7,0.0
c1ccc(-n2nnnc2NCC2(N3CCOCC3)CCCCC2)cc1,-3.3,9.5,-1.5,0.2
CC(C)n1cnc2c(NCc3cccc(C(F)(F)F)c3)nc(Nc3ccnn3C)nc21,3.2,2.6,-0.6,-0.1
Cc1ccc(C2C(C#N)=C(N)Oc3nc(-c4ccccc4)[nH]c32)o1 (centres undefined),-1.3,5.4,0.5,-0.1
O=C(O)C1C2C=CC(O2)C1C(=O)NCC1CCCO1 (centres undefined),-0.3,-0.2,5.7,-0.1

Next part.
compound,GPR151 activ,MITF inh,TEAD-YAP inh,FBW7 act
CC(C)CN(C(=O)CSc1nnc(-c2ccco2)o1)C1CCS(=O)(=O)C1 (centres undefined),1.4,1.1,2.9,0.0
COC(=O)c1ccc(NC(=O)c2cccc(N3C(=O)C4C5C=CC(C6CC56)C4C3=O)c2)cc1 (centres undefined),0.1,-6.3,-2.2,-0.1
CCC(=O)NC(c1ccccc1OC)c1cc([N+](=O)[O-])c2cccnc2c1O (centres undefined),0.7,97.6*,-11.6,-0.8
CCNC(=S)NCC12CC3CC(C1)CC(CNC(=S)NCC)(C3)C2,0.3,-7.3,8.5,-0.1
O=C(N/N=C/C=C/c1ccc([N+](=O)[O-])o1)c1cccc(O)c1,-0.3,22.3,7.3,0.1
O=C(Nc1cc(Cl)cc(Cl)c1)c1cc(S(=O)(=O)NCc2ccccc2)ccc1F,1.1,5.7,4.4,0.0
COC(=O)c1c(C)ncc2c1COC(C)OC2 (centres undefined),0.4,1.1,-6.1,0.0
Cc1ccc(C(c2nnnn2Cc2ccc(F)cc2)N2CCC(C(N)=O)CC2)cc1 (centres undefined),-0.4,7.9,2.6,0.1
Cc1cccc(C)c1NC(=O)c1cc(-c2ccccc2)nc2ccccc12,1.3,-10.0,-0.4,0.0
O=C(O)Cn1c(O)c(C2=c3cc(Br)ccc3=NC2=O)sc1=O,-1.1,7.9,-9.8,0.5
FC(F)(F)c1ccc(-c2nc(-c3ccncc3)ncc2-c2ccncn2)cc1,0.3,4.2,-0.8,-0.1
O=C(CSc1nc2sc3c(c2c(=O)n1-c1ccc(OC(F)F)cc1)CCC3)c1ccc(Cl)cc1,-1.7,12.9,3.8,0.0
CCOc1ccc(/C=N/NC(=O)CNc2n[nH]c(=O)[nH]c2=O)cc1OC,-0.1,14.8,-3.6,0.2
COc1ccc(S(=O)(=O)Nc2ccc(CC#N)cc2)cc1I,1.5,12.3,-12.6,0.5
Cc1ccccc1NC(=O)c1ccccc1Cl,0.1,3.0,-3.5,0.0
CCOC(=O)c1oc2ccccc2c1NC(=S)NC(=O)CN1C(=O)CCC1=O,-3.2,-0.6,-36.5,-0.1
O=C(CNC(=O)Cc1ccccc1)NCC(=O)OCc1ccc(C(=O)c2ccccc2)cc1,-0.1,13.9,7.2,0.0
Cc1ccc(CNC(=O)c2ccc(N3CCc4ccccc43)c([N+](=O)[O-])c2)cc1,2.9,25.7,15.7,0.2
Cc1ccc(/C=C/C(=O)NCC(=O)N2CCC(N(C)C3CCCCCC3)CC2)cc1,0.1,14.2,6.7,0.0
COc1ccc(-n2nc(C(=O)N3CCCCC3C)c3ccccc3c2=O)c(OC)c1 (centres undefined),3.1,10.3,-2.3,0.0
O=C1CCCN1CCn1cnc2c(NCCN3CCOCC3)nc(-c3ccc(N4CCOCC4)nc3)nc21,-0.1,0.7,-14.2,0.1
O=C(CNCc1ccccc1F)NCCC1=CCCCC1,-0.5,29.1,-42.3,0.1
COc1ccccc1N1CCN(C2CCCN(CC3CC3)C2)CC1 (centres undefined),1.5,1.4,1.6,0.0
COc1ccc(OCC(=O)Nc2ccc(N3CCN(C(=O)C(C)C)CC3)c(Cl)c2)cc1,-0.9,-9.0,-6.8,0.0
Cc1ccc(NC(=O)C2CCC(CNc3c(N4CCC(C)CC4)c(=O)c3=O)CC2)cc1F (centres undefined),2.1,3.2,4.3,0.0
COc1ccc(/C=N\NC(=O)COc2ccc(C)cc2[N+](=O)[O-])cc1OC,-0.3,7.8,-2.7,-0.1
CCc1nc(SCC(=O)c2ccccc2)c2c(=O)n(C)c(=O)n(C)c2n1,0.9,-1.3,0.1,0.0
O=C(/C=C/c1cn(-c2ccccc2)nc1-c1cc2ccccc2oc1=O)Nn1cnnc1,0.9,8.2,4.9,-0.1
O=C(NCCc1ccsc1)C1(c2ccc(F)cc2)CC1,1.2,20.1,-11.4,0.8
Cc1ccc(NC(=O)C(=O)NCCN2CCN(S(=O)(=O)c3ccc4ccccc4c3)CC2)cc1Cl,1.5,-2.1,-4.4,0.1
Cc1cccc(NC(=O)CSc2nnc(CNC(=O)c3ccco3)n2-c2cccc(C)c2)c1,1.0,-4.9,11.3,-0.1
Cc1cccc(C2=N/C(=C\c3sccc3C)C(=O)O2)c1,0.5,4.3,-4.1,0.0
CC(=O)N1C(=O)C(=O)N(C(C)=O)C1=O,2.5,-0.1,-5.2,-0.1

Compound activity: PubChem BioAssay, The Scripps Research Institute Molecular Screening Center
